TDP-43 yeast inh: TDP-43 toxicity inhibition in yeast; hit rate 1.8% among 410,000; TDP-43 expressing yeast growth rescue, BacTiter-Glo, 24 h; AID 652104; Potency, µM (highest dose often 46.1 µM), without a hit: at the highest dose growth rescue (activation), hits mostly activators; note: potency is the fitted concentration of half-maximal effect; % of control where 0% means no effect; nearly all actives have a fitted effect of over 50% in size
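In this qHTS, compounds that restore growth of yeast expressing TDP-43 appear as activators. Cells (OD600=0.02, galactose medium, raffinose-pregrown) are incubated with compound 24 hr at 30 deg C and growth is quantified by BacTiter-Glo.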
EPAC2 antag: antagonists of human EPAC2; Potency, µM (titrated, usually from 114 µM), for inactives: top-dose activity, negative = inhibition, actives largely listed as inhibitors; EPAC2 GEF exchange of Rap1B-BODIPY-GDP, fluorescence; hit rate 0.18% among 360,000; AID 720708; note: potency is the fitted concentration of half-maximal effect; % is set by controls: 0 for no effect and ±100 for the full control effect; nearly all actives have a fitted effect of over 45% in size; many of its hits are not listed in these tables
FUS suppressor: FUS proteinopathy suppression in yeast; Potency, µM (highest dose often 76.6 µM), inactives show top-dose growth rescue (activation), most hits filed as activators; hit rate 0.24% among 390,000; S. cerevisiae FUS-expressing, growth rescue, OD600, 24 h;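 note: potency is the fitted concentration of half-maximal effect; plate controls were DMSO vehicle for no effect and reference control for full effect; nearly all actives have a fitted effect of over 55% in size; some results filed as inactive show a strong effect at the top dose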
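Yeast FUS proteinopathy model; galactose-induced FUS (2%), starting OD 0.005. Cpds in dilution series, 24hr, 30C, 99% humidity. Abs 600 nm growth. Pos ctrl CP55940 (top 92uM final); neg ctrl DMSO.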
aSyn rescue: alpha-synuclein toxicity inhibition in yeast; Yeast expressing alpha-synuclein, growth rescue, BacTiter-Glo, 24 h; AID 652106; hit rate 0.14% among 370,000; Potency, µM (series often up to 46.1 µM), inactives show top-dose growth rescue (activation), hits mostly activators; note: potency is the fitted concentration of half-maximal effect; % of control where 0% means no effect; nearly all actives have a fitted effect of over 65% in size
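Screening used galactose-induced yeast with toxic alpha-synuclein levels, exposed to compound for 24 hr at 30 deg C. Cell growth, read with BacTiter-Glo luminescence, gave the measured signal.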
DRD3 antagonist: D3 dopamine receptor (human) antagonism; P35462; D3R cells, DiscoveRx beta-arrestin luminescence, antagonist mode; active compounds read low; max response, negative = inhibition, %; hit rate 2.5% among 360,000; in the data active = max response below about -50%; inconclusive = no clear call, values can overlap the other calls; note: % is set by controls: 0 for no effect and ±100 for the full control effect; mostly tested at two doses, the higher about 12 µM
Target sequence (P35462 whole entry, looked up): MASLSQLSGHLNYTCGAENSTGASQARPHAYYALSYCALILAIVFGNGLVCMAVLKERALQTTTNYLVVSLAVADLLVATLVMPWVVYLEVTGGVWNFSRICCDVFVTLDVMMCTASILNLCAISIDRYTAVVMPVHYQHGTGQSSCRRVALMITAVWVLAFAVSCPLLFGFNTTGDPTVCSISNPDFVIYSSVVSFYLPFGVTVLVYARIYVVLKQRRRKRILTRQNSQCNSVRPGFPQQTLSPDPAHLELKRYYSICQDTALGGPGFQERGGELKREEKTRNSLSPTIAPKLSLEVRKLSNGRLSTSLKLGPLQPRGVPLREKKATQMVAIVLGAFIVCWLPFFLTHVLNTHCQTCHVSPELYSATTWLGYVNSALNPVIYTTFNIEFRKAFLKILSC
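Cells plated overnight at 1500 cells/well, then exposed to library compounds with dopamine controls for 90 minutes at 37 degrees C. DiscoveRx reagent added for 30–60 minutes at room temperature; luminescence read, quantitative HTS format.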
EPAC2 agonist: EPAC2 (human) agonism; Q8WZA2; EPAC2 activation, biochemical qHTS; response scale: 100% = 6.5 mM cAMP response; Potency, µM (highest dose often 154 µM), inactives show top-dose activation, most hits filed as activators; hit rate 0.079% among 360,000; AID 720711; note: potency is the fitted concentration of half-maximal effect; nearly all actives have a fitted effect of over 50% in size
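Setup: EPAC2 100 nM, labeled Rap1B complex 250 nM, free GDP 50 uM. Compound titrations pinned in, brief spin, 5 min room temperature incubation. Kinetic fluorescence read over 30 min, normalized to 6.5 mM cAMP.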
DRD3 agonist: agonists of human D3 dopamine receptor; P35462; D3R DiscoveRx beta-arrestin cells, luminescence, 90 min; max activation, %; hit rate 0.58% among 410,000; AID 652048; in the data active = max activation above about 30%; note: 0% is about no effect; mostly tested at two doses, the higher about 12 µM
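Cells at 1500/well, incubated overnight, then treated with pinned compounds (dopamine as control) for 90 min at 37 degrees C. DiscoveRx reagent added for 30 - 60 minutes at room temperature; luminescence read.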
Abeta rescue: A-beta toxicity reversal in yeast; Potency, µM (top dose mostly 46.1 µM), without a hit: top-dose growth rescue, usual class: activators; hit rate 0.063% among 410,000; yeast expressing A-beta42, growth rescue, OD600, 48 h; response scale: 0% DMSO, 100% iron-clioquinol control; AID 1347071; note: potency is the fitted concentration of half-maximal effect; nearly all actives have a fitted effect of over 55% in size
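Yeast growth medium received pinned compounds, then yeast cells expressing toxic A-beta were added; plates incubated at 30 C for 48 hr. Growth read as absorbance at 600 nm, normalized to DMSO and equimolar FeCl3 plus clioquinol controls.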
* marks the source's active call; other numbers are inactive results; ? = inconclusive; / = no result given; [ ] = remark or other dose. Unless noted, calls come from the whole dose curve; as a rule, active = well fitted curve in the direction sought with a large enough effect; inconclusive = small, poorly fitted or top-dose-only effect, or another doubt; inactive = no such curve, though single readings can be large; an effect the other way counts as inactive or inconclusive. This is a subset (hit frequency here may not be typical).

Start of the listing, in advance, 10 compounds:
SMILES	TDP-43 yeast inh	EPAC2 antag	FUS suppressor	aSyn rescue	DRD3 antagonist	EPAC2 agonist	DRD3 agonist	Abeta rescue
COc1cc(CNCc2ccccn2)ccc1OCc1c(Cl)cccc1Cl	-28.4%	5.6%	26.5%	8.2%	-22.7	1.1%	-24.5	-1.0%
COc1ccccc1C(=O)N1CCN(C2CCN(Cc3ccccc3)CC2)CC1	6.7%	6.8%	5.0%	6.1%	?	-0.9%	-2.0	14.0%
CCCN=C1NC(=O)C(CC(=O)NCCc2ccccc2)S1 (stereo not given)	11.7%[9.22 µM]	0.6%	11.3%	-4.6%	-6.4	6.4%	-6.3	-11.2%
C=CCNc1nc(NCc2ccccc2)nc(OCC)n1	11.0%	-12.7%	-5.1%	-4.3%	-3.7	8.3%	4.2	5.0%
Cc1ccc(N=C2SC(C(=O)O)CC(=O)N2C)cc1C (stereo not given)	-1.0%	6.2%	14.6%	-0.8%	17.1	4.8%	1.9	7.9%
CCOC(=O)N1CCc2c(sc(NC(=O)CN3CCOCC3)c2C(=O)Nc2ccccc2)C1	-8.6%	-3.4%	38.1%	7.6%	1.1	6.9%	-3.9	0.9%
COc1ccc(N=C2NC(=O)/C(=C\C=C\c3ccccc3)S2)cc1	16.5%[9.22 µM]	0.5%	22.6%	-3.1%	?	10.3%	-18.5	-9.0%
O=C(COC(=O)CSc1ccc2ccccc2c1Br)NC1CC1	?	-28.6%	25.2%	12.0%	-24.6	8.2%	-4.8	-8.2%
CCOC(=O)c1cc2c(=O)n3ccccc3nc2n(Cc2ccccc2)c1=N	-4.1%	-4.4%	12.0%	-0.7%	15.0	-5.7%	12.8	-7.4%
CC(O)CNc1nc2ccccc2n1-c1ncnc2sc3c(c12)CCC3 (stereo not given)	-7.4%	-1.0%	22.3%	-0.2%	-28.5	12.2%	-4.2	6.7%

The list itself, from the first entry:
SMILES	TDP-43 yeast inh	EPAC2 antag	FUS suppressor	aSyn rescue	DRD3 antagonist	EPAC2 agonist	DRD3 agonist	Abeta rescue
COc1cc(CNCc2ccccn2)ccc1OCc1c(Cl)cccc1Cl	-28.4%	5.6%	26.5%	8.2%	-22.7	1.1%	-24.5	-1.0%
COc1ccccc1C(=O)N1CCN(C2CCN(Cc3ccccc3)CC2)CC1	6.7%	6.8%	5.0%	6.1%	?	-0.9%	-2.0	14.0%
CCCN=C1NC(=O)C(CC(=O)NCCc2ccccc2)S1 (stereo not given)	11.7%[9.22 µM]	0.6%	11.3%	-4.6%	-6.4	6.4%	-6.3	-11.2%
C=CCNc1nc(NCc2ccccc2)nc(OCC)n1	11.0%	-12.7%	-5.1%	-4.3%	-3.7	8.3%	4.2	5.0%
Cc1ccc(N=C2SC(C(=O)O)CC(=O)N2C)cc1C (stereo not given)	-1.0%	6.2%	14.6%	-0.8%	17.1	4.8%	1.9	7.9%
CCOC(=O)N1CCc2c(sc(NC(=O)CN3CCOCC3)c2C(=O)Nc2ccccc2)C1	-8.6%	-3.4%	38.1%	7.6%	1.1	6.9%	-3.9	0.9%
COc1ccc(N=C2NC(=O)/C(=C\C=C\c3ccccc3)S2)cc1	16.5%[9.22 µM]	0.5%	22.6%	-3.1%	?	10.3%	-18.5	-9.0%
O=C(COC(=O)CSc1ccc2ccccc2c1Br)NC1CC1	?	-28.6%	25.2%	12.0%	-24.6	8.2%	-4.8	-8.2%
CCOC(=O)c1cc2c(=O)n3ccccc3nc2n(Cc2ccccc2)c1=N	-4.1%	-4.4%	12.0%	-0.7%	15.0	-5.7%	12.8	-7.4%
CC(O)CNc1nc2ccccc2n1-c1ncnc2sc3c(c12)CCC3 (stereo not given)	-7.4%	-1.0%	22.3%	-0.2%	-28.5	12.2%	-4.2	6.7%
COc1ccc(N2CCN(S(=O)(=O)c3ccc4c(c3)NC(=O)CC(=O)N4)CC2)cc1	7.2%	6.0%	10.0%	0.1%	0.0	-2.2%	0.9	-9.1%
CC(C)COC(=O)C(C#N)c1nc2ccccc2nc1N1CCN(Cc2ccccc2)CC1 (stereo not given)	-3.6%	-9.6%	26.1%	0.2%	?	-11.5%	-4.1	1.5%
c1cc(-c2nnc3n2CCCCC3)ccn1	-18.4%	5.9%	-6.7%	3.7%	-10.6	3.9%	8.9	1.1%
O=C(COc1ccccc1Cl)NCCCNC(=O)c1cnccn1	-12.4%	2.8%	3.5%	-0.3%	30.4	4.0%	3.9	3.5%
CCOc1ncccc1C(=O)OCC(=O)NCc1ccc2c(c1)OCO2	7.1%	0.2%	13.8%	9.9%	4.1	12.1%	2.4	-20.8%
Cc1cccc(NC(=O)C(c2ccccc2Cl)N2CCOCC2)c1 (stereo not given)	-25.4%	2.5%	14.8%	-2.8%	-5.0	9.5%	-18.2	-4.1%
CCOC(=O)C1CCN(CC(O)COc2ccc(C(C)(C)CC)cc2)CC1 (stereo not given)	-17.2%	3.1%	/	1.1%	10.9	-9.9%	1.9	-4.2%
CCn1c(SCC(=O)c2ccc3ccccc3c2)nnc1-c1cccs1	15.0%	-5.9%	28.8%	-10.1%	-14.9	11.3%	1.1	3.2%
Cc1ccc(-c2nnc(Nc3ccc(C(=O)N(C)C)cc3)c3ccccc23)cc1S(N)(=O)=O	0.0%	4.9%	-22.6%	5.8%	19.0	-1.4%	2.0	5.0%
Cc1ccc(Cc2nnc(SCC(=O)Nc3ccc(C)cc3C)[nH]c2=O)cc1	-25.6%	-0.3%	-0.5%	4.4%	18.7	-3.2%	0.7	-11.8%
COc1ccc(Cl)cc1NC(=O)N1CC(=O)Nc2sc3c(c2C1c1ccccc1)CCCC3 (stereo not given)	17.8%	/	26.4%	/	/	/	4.0	-17.5%
O=C(NC(=S)N1CCN(c2ccc(F)cc2)CC1)c1cccs1	?	3.0%	26.4%	?	-4.2	9.7%	-0.8	?
CCOc1ccc(CNc2ccc(S(N)(=O)=O)cc2)cc1	-22.5%	-9.8%	31.2%	-0.4%	-13.6	6.5%	-2.2	-4.8%
CC(=O)c1cccc(NC(=S)NC(=O)c2ccccc2)c1	?	6.0%	/	-16.9%	-4.0	-2.5%	-2.8	0.0%
O=C(CC1C(=O)NCCN1Cc1ccc(F)cc1Cl)NCc1ccon1 (stereo not given)	12.8%	-0.6%	16.9%	0.7%	9.3	5.3%	-6.1	6.8%
CCc1ccc(/C=C2\SC(=S)N(CCCC(=O)N3CCCC3)C2=O)cc1	6.7%	-8.6%	13.7%	-4.8%	2.5	13.4%	-1.5	-5.7%
COc1cc(OC)cc(-c2nc3ccccc3s2)c1	-3.3%	-4.3%	23.5%	-4.4%	29.9	18.6%	2.1	-25.0%
CCc1ccc(NS(=O)(=O)c2cccc3nsnc23)cc1	?	-10.1%	7.6%	?	-17.2	12.6%	15.3	-12.4%
CCCCn1c(SCC(=O)N2CCOCC2)nnc1-c1ccoc1C	-4.2%	8.8%	-2.5%	5.1%	15.5	-1.9%	-1.7	7.1%
Cc1cccc(OCCCC(=O)Nc2ccc(S(=O)(=O)Nc3nccs3)cc2)c1C	6.5%	-13.3%	22.0%	-8.1%	-7.3	8.6%	-7.4	9.8%
CCC(=O)c1ccc(OCC(=O)Nc2cc(S(=O)(=O)N3CCCCC3)ccc2OC)cc1	21.4%	2.0%	41.3%	1.6%	9.1	3.3%	6.7	7.8%
CCCCn1c(N)c(N(CCOC)C(=O)c2cccc(S(=O)(=O)N3CCCCCC3)c2)c(=O)[nH]c1=O	14.2%	17.5%	10.2%	-0.1%	5.3	3.3%	7.5	0.3%
COc1cnc(-c2cccc(C(F)(F)F)c2)nc1OC	-14.1%[0.397 µM]	-0.9%	24.6%	-1.6%	-1.6	0.2%	-7.2	-1.5%
N/C(=N\OC(=O)C(c1ccccc1)c1ccccc1)c1ccncc1	-4.1%	-10.2%	19.6%	12.0%	-28.1	19.6%	-7.6	11.7%
COc1ccc(NC(=O)c2cccc(F)c2)cc1Cl	17.9%	-2.6%	/	-13.3%	5.4	6.4%	-0.8	-6.1%
COCCCn1c(=O)/c(=C\c2ccc(OC(F)F)c(OC)c2)s/c1=C(/C#N)C(=O)NCCOC	-13.0%	-6.9%	7.1%	-2.8%	5.6	-11.7%	0.9	-7.6%
Cc1ccc(Cn2cc(CN3CC(N4CCN(CCO)CC4)CS3(=O)=O)nn2)cc1 (stereo not given)	12.5%	1.4%	2.7%	-4.0%	-6.9	7.2%	-2.4	-9.2%
Cc1ccc(S(=O)(=O)Cn2nnnc2C(CC(C)C)N2CCN(C)CC2)cc1 (stereo not given)	-0.5%	2.5%	11.7%	8.5%	-0.1	2.1%	-9.0	11.4%
O=C1Nc2ccc3sc4ccccc4c3c2C1=O	14.0%	0.0%	28.6%	12.6%	-18.2	6.5%	6.6	5.4%
CCS(=O)(=O)c1ncc(N(Cc2ccccc2)Cc2ccco2)c(C(=O)Nc2ccccc2C)n1	-0.1%	/	20.6%	/	/	/	1.4	-9.0%
Nc1nc(-c2ccco2)nn1C(=O)c1ccc(F)cc1	11.2µM*	-1.9%	2.3%	4.4%	7.1	-1.5%	-1.2	10.8%
COc1ccc(S(=O)(=O)c2c(O)c3ccc(C(=O)NCc4ccc(F)cc4)cc3[nH]c2=O)cc1	-4.0%	/	32.7%	/	/	/	-4.9	-8.4%
COC(=O)C1=C(C)NC(=O)NC1c1ccsc1 (stereo not given)	7.0%	1.1%	-5.4%	2.4%	7.7	-2.1%	1.3	18.6%
COc1ccc(OC)c(CNC(=O)C2CCCN(c3ncnc4c3nc3n4CCCCC3)C2)c1 (stereo not given)	14.8%	-8.2%	6.6%	6.7%	17.3	-2.8%	14.8	-0.1%
O=C(CN1C(=O)c2ccccc2S1(=O)=O)NC1CCCC1	-23.5%	1.1%	24.3%	1.3%	-51.7*	9.9%	-3.3	5.0%
Cn1c(=O)c2c(nc(CN3CCN(Cc4ccccc4)CC3)n2CCN2CCOCC2)n(C)c1=O	-6.8%	7.2%	9.5%	-5.0%	?	0.9%	7.2	-15.4%
CCCCc1nc2sc3c(SCC(=O)NCc4ccco4)ncnc3c2c2c1CCC2	1.6%	-1.2%	6.8%	16.9%	7.0	-26.6%	0.1	-2.8%
